# Assay outcomes deposited in PubChem BioAssay by The Scripps Research Institute Molecular Screening Center.
# M1 PAM: potentiates human M1 receptor response to acetylcholine. P11229. CHO-K1 hM1, Fluo-8 calcium fluorescence, ACh EC20; 0% = ACh EC20, 100% = maximal ACh. activation, % at 3 µM. 360,000 compounds, 0.088% hits. AID 588819; in the data active = activation above about 19%, passing the limit was not always enough
# Target sequence (P11229 whole entry, looked up): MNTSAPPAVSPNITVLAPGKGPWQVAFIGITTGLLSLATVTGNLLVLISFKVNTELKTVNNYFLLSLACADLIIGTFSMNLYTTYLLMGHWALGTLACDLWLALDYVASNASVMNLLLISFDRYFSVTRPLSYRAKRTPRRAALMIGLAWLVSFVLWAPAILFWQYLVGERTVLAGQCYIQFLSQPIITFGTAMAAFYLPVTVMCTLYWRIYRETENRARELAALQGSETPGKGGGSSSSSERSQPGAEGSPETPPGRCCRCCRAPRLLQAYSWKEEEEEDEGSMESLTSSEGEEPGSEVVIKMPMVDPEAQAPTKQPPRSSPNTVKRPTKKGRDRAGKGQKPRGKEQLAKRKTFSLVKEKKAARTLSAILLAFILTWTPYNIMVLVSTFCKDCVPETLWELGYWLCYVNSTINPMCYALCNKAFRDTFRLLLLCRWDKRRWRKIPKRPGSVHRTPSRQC
# CHO-K1 Ca antag: counter-screen for M1 antagonists: effect in parental CHO-K1 cells; inhibition, % at 3 µM; AID 602250; 360,000 compounds, 0.6% hits; ATP-induced calcium, Fluo-8 fluorescence;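 active = inhibition above a per-plate cutoff, the plate's mean sample inhibition plus 3 SD, cut at about 24% in these data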;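 also: 0% = DMSO plus EC80 ATP and 100% = DMSO alone without ATP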
# M1 antag: blocks human M1 muscarinic receptor; P11229; CHO-K1 hM1, Fluo-8 calcium fluorescence, ACh EC80 antagonist; inhibition, % at 3 µM; 360,000 compounds, 1.3% hits;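 active = percent inhibition above its own plate's cutoff, namely the mean of that plate's compound wells plus 3 SD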;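 also: peak over basal fluorescence ratio during 140 s after agonist addition; 0% = ACh EC80 plus DMSO and 100% = DMSO alone without agonist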
# CHO parental Ca: signal in parental CHO cells, OX1R antagonist counter-screen; parental CHO-K1, ATP-induced calcium, Fluo-8 fluorescence; inhibition, % at 5.6 µM; 330,000 compounds, 0.63% hits;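 active = inhibition above that plate's mean sample inhibition plus 3 SD, cut at about 26% in these data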;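 also: 0% = ATP-challenged DMSO wells and 100% = DMSO wells without ATP; some compounds past the cut are filed as inactive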
#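 Material: parental CHO cells / Compound: single nominal dose of 5.6 µM per compound / Signal: Fluo-8 fluorescence / Replicates: singlicate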
# M1 PAM parental: nonselective activator or artifact in parental CHO-K1 calcium assay; activation, % at 3 µM; 360,000 compounds, 0.02% hits; AID 602247; ATP EC20, Fluo-8 calcium fluorescence; 0% at ATP EC20, 100% at ATP max;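 active = activation above the run cutoff, the mean activation of all test compounds plus 3 SD, cut at about 40% in these data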;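 also: peak over basal fluorescence ratio in a 140 s read after ATP addition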
# TAAR1 antag: human TAAR1 antagonism | Q96RJ0 | CHO RD-HGA16 TAAR1, Fluo-8 calcium fluorescence, antagonist | inhibition, % at 3 µM | 360,000 compounds, 1.5% hits;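 active = inhibition above a per-plate cutoff, the mean inhibition of test compounds on that plate plus 3 SD, cut at about 49% in these data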;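 also: 0% = DMSO plus EC80 beta-PEA response and 100% = DMSO alone without agonist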
# Target sequence (Q96RJ0 whole entry, looked up): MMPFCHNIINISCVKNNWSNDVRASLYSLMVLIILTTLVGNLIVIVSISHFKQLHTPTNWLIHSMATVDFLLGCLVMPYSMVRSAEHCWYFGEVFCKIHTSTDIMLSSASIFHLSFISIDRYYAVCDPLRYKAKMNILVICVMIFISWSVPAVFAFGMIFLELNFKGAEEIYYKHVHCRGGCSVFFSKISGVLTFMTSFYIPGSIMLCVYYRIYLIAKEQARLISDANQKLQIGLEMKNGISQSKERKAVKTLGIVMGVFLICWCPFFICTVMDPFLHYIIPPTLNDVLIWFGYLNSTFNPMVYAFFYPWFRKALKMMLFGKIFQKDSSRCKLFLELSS
#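 Test system: hTAAR1-expressing CHO RD-HGA16 cells, Gα16-coupled; Probe or stimulus: EC80 β-phenethylamine stimulus; Compound dosing: single nominal final test compound concentration of 3 µM; Timing: 140 s kinetic read after compound, 140 s after agonist; Signal: Fluo-8 calcium-sensitive fluorescence; Measure: % inhibition of agonist calcium response; Controls: DMSO and EC80 PEA controls.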
# TAAR1 agonist: human TAAR1 agonism. AID 624467. 360,000 compounds, 0.99% hits. CHO RD-HGA16 TAAR1, Fluo-8 calcium fluorescence; vehicle wells 0%, saturating PEA agonist 100%. activation, % at 3 µM. Q96RJ0;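 active = activation above the mean activation of all test compounds in the run plus 3 SD, cut at about 38% in these data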
#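 Signal – calcium-sensitive Fluo-8 signal, excitation 470-495, emission 515-575 nm · System – RD-HGA16 (CHO) cells co-expressing Gα16 and hTAAR1 · Incubation – 17-24 h seeding, 75 min 37 °C dye, 30 min RT · Compound dosing – 3 µM single concentration · Repeats – no replicates (n 1)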
# M1 ag: human M1 muscarinic receptor agonism; CHO-K1 hM1, Fluo-8 calcium fluorescence, agonist mode; 0% DMSO, 100% acetylcholine EC100; AID 588814; activation, % at 3 µM; P11229; 360,000 compounds, 0.33% hits;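 active = activation above the run's mean compound activation plus 3 SD, cut at about 16% in these data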;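 also: peak over basal fluorescence ratio within a 140 s kinetic read after compound addition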
# CHO-K1 Ca ag: counter-screen for M1 agonists: effect in parental CHO-K1 cells | Fluo-8 calcium fluorescence; scaled to maximal ATP response, vehicle zero | activation, % at 3 µM | 360,000 compounds, 0.48% hits | AID 602248; in the data active = activation above about 15%;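 also: untransfected CHO-K1 host cells lacking M1 receptor as counterscreen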
# Starred values were filed as active, the others as inactive; . = no result given. Random draw from the library. About 4.4% of those tested had a hit in this group.
SMILES,M1 PAM,CHO-K1 Ca antag,M1 antag,CHO parental Ca,M1 PAM parental,TAAR1 antag,TAAR1 agonist,M1 ag,CHO-K1 Ca ag
Cc1ccc(/C=C2/Sc3ccc(C(=O)N4CCN(c5ccccn5)CC4)cc3NC2=O)cc1,1,-5,-9,-17,11,-16,7,-3,0.6
CN1CCN(c2ccc(C(=O)c3cn(-c4ccc(F)c(Cl)c4)nn3)cc2)CC1,5,-5,4,-9,-4,-2,0,-4,0.1
C=CCOc1ccc(C2C(C#N)=C(N)N(Nc3ccccc3)C3=C2C(=O)CC(C)(C)C3)cc1OC (stereo not drawn),1,2,0,-33,13,37,14,-4,1.1
COc1cc(C(C)=O)ccc1COc1ccc(C(=O)OCC(=O)NC2CCS(=O)(=O)C2)cc1OC (stereo not drawn),-3,10,0,-15,-4,16,8,-4,2.4
COc1cccc(/C=C/C(=O)Nc2ccc(C(=O)Nc3cccc(S(N)(=O)=O)c3)cc2)c1OC,6,-10,-8,-9,-1,-2,1,-9,1.0
Cc1cccc(CC2CC(=O)N(c3ccccc3)C2=O)c1 (stereo not drawn),8,-7,-4,-21,12,6,6,-4,0.0
CCS(=O)(=O)N1CCC(C(=O)NCCc2ccccc2)CC1,3,-15,-26,-3,18,1,8,-2,0.4
COc1cc(CN(C)CC2CCCN(CCc3ccc(F)cc3)C2)c(Cl)cc1O (stereo not drawn),8,7,-14,-10,-4,-20,1,-9,-0.2
COc1cccc(NC(=O)CN(C)C(=O)c2cc(S(=O)(=O)N3CCCCCC3)ccc2OC)c1,0,-8,3,-27,7,9,6,-6,1.1
C[C@H](CO)N1C[C@H](C)[C@@H](CN(C)C(=O)NC2CCCCC2)Oc2ccc(NS(=O)(=O)c3ccccc3)cc2C1=O,-3,-13,6,-6,10,4,0,-6,-0.1
O=C(Cn1c(=O)oc2ccccc21)Nc1ccc2c(c1)OCCO2,5,8,-1,-3,-6,7,3,-1,0.0
CCc1ccc(N(CC(=O)NC(C)(C)C)C(=O)CCC(=O)Nc2ccccn2)cc1,5,-4,-17,.,19,-10,0,-1,1.6
c1ccc(Cn2nnc3c(NCc4ccc5c(c4)OCO5)ncnc32)cc1,13,4,-10,-2,-18,-1,16,-2,0.4
CCC(CC)=N/N=C/c1c(O)n(CC)c2cc(C3=NNC(=O)CC3)ccc12,-3,-5,-1,0,10,5,10,-3,0.0
CNC(=O)c1c(Cl)cnn1-c1ccccc1,3,-10,-2,10,8,-10,3,-5,0.2
CC(C)C[C@H](NC(=O)[C@@H]1Cc2c([nH]c3ccccc23)C2c3ccccc3C(=O)N21)C(=O)NCC1CCCO1 (stereo partly drawn),0,21,5,-13,-17,32,5,-2,-0.3
O=C(C(=O)N1CCCC1)c1c[nH]c2ccccc12,2,-9,4,-5,7,-9,3,-1,5.6
CCN(CC(=O)Nc1c(F)cccc1F)C(=O)CSCC(=O)Nc1cccc(C)c1,6,-4,-11,-4,5,-23,0,0,1.2
CC(=O)Nc1ccc(C2(O)COc3ccccc3O2)cc1 (stereo not drawn),3,0,-19,-6,11,4,3,-2,1.0
O=C(COC(=O)CNC(=O)c1ccccc1Cl)Nc1cc(C(F)(F)F)ccc1Cl,-12,-3,15,-12,-5,-2,8,0,1.3
Cc1ccc(NC(=S)NC(C)CCc2ccccc2)cc1C (stereo not drawn),-3,-2,-3,-18,8,14,5,-6,1.4
CN(C)S(=O)(=O)c1ccc(N2CCCC2)c(C(=O)NNC(=O)COc2ccccc2F)c1,8,6,-9,-5,9,-51,3,-2,3.4
COc1cccc(C(=O)NCCS(=O)(=O)NCCc2ccc(OC)c(OC)c2)c1,-2,0,0,2,7,-22,3,-5,-0.1
Cc1csc(SCC(=O)Nc2ncc(Cl)c(C)c2Cl)n1,7,-1,-11,-9,7,7,-1,-3,-0.1
c1ccc(OCCOc2ncnc3sccc23)cc1,-3,-8,-20,-16,9,9,11,-1,0.6
CN(C(=O)c1nc(-c2ccccc2)n(-c2ccccc2)n1)C1CCS(=O)(=O)C1 (stereo not drawn),14,-13,-13,-10,18,2,-2,-3,1.1
O=C1c2cccc3c(Cl)ccc(c23)C(=O)N1O,6,-15,-4,27,-1,-6,-5,-4,-0.7
CCC(=O)N1CCc2cc(S(=O)(=O)CCC(=O)Nc3ccc(OC)cc3)ccc21,-3,-8,1,3,-9,-15,0,-3,0.7
CCN(CC)c1ccc(/C=N/Nc2ccc(C)cc2)c(O)c1,11,-10,-11,-16,20,-26,-1,-6,2.1
CC1(C)Cc2ccccc2-c2nc(NCCO)n(-c3ccccc3)c(=O)c21,2,-5,-24,-8,22,9,4,-2,1.1

# Pulled one by one from the entries so far, 2 records:
SMILES,M1 PAM,CHO-K1 Ca antag,M1 antag,CHO parental Ca,M1 PAM parental,TAAR1 antag,TAAR1 agonist,M1 ag,CHO-K1 Ca ag
CN(C(=O)c1nc(-c2ccccc2)n(-c2ccccc2)n1)C1CCS(=O)(=O)C1 (stereo not drawn),14,-13,-13,-10,18,2,-2,-3,1.1
CN(C)S(=O)(=O)c1ccc(N2CCCC2)c(C(=O)NNC(=O)COc2ccccc2F)c1,8,6,-9,-5,9,-51,3,-2,3.4

# The list goes on:
SMILES,M1 PAM,CHO-K1 Ca antag,M1 antag,CHO parental Ca,M1 PAM parental,TAAR1 antag,TAAR1 agonist,M1 ag,CHO-K1 Ca ag
CC(Sc1nnc(C2CC2)n1C)C(=O)Nc1ccc2c(c1)CCC2 (stereo not drawn),-7,-10,29,-22,3,-12,-3,-8,-0.4
COC(=O)CSC1=C(C#N)C(c2sccc2C)CC(=O)N1 (stereo not drawn),0,-7,-12,-10,16,2,18,-3,0.7
Cc1ccc(/C(N)=N/OC(=O)COc2ccccc2Cl)cc1,2,-16,-10,-15,13,12,7,-3,0.5
CCOc1cc(Br)c(C(=O)O)cc1OC,5,-8,-13,-7,24,-1,4,-2,0.4
Cc1ccccc1CC(=O)Nc1ccc2c(C)cc(=O)oc2c1,1,6,3,-6,14,-2,0,-5,0.0
CCn1c(SCC(=O)NC(C)C(C)C)nc2cc(S(=O)(=O)N3CCOCC3)ccc21 (stereo not drawn),0,-12,11,-17,15,-11,0,-4,1.4
Cc1ccccc1NC(=S)C1=C(O)c2sccc2N(C)S1(=O)=O,0,-10,-10,0,10,-8,6,-3,0.2
Cc1nn(CC(=O)O)c(C)c1NC(=O)c1cccs1,4,-13,-14,0,6,0,3,0,1.1
O=C(NCCCN1CCC(Cc2ccccc2)CC1)C1CC(=O)N(C2CCCC2)C1 (stereo not drawn),-22,5,33*,-9,1,-22,1,-12,-0.4
Cc1cc(NC(=O)CCC(=O)N(CCc2ccccc2)C(C(=O)NC2CCCC2)c2ccco2)no1 (stereo not drawn),1,-2,-17,-24,-2,9,10,-2,-0.4

# As entered above.
# Under M1 PAM parental, `Cc1ccccc1NC(=S)C1=C(O)c2sccc2N(C)S1(=O)=O` reads 10
# Under M1 PAM parental, `CCOc1cc(Br)c(C(=O)O)cc1OC` reads 24
# Under M1 PAM parental, `Cc1ccccc1CC(=O)Nc1ccc2c(C)cc(=O)oc2c1` reads 14
# Under M1 ag, `CC(Sc1nnc(C2CC2)n1C)C(=O)Nc1ccc2c(c1)CCC2` (stereo not drawn) reads -8

# (list continues)
SMILES,M1 PAM,CHO-K1 Ca antag,M1 antag,CHO parental Ca,M1 PAM parental,TAAR1 antag,TAAR1 agonist,M1 ag,CHO-K1 Ca ag
Cc1cc(C)c(C#N)c(SCc2cc3c(cc2Cl)OCO3)n1,7,-9,-11,-10,19,-19,17,-2,0.1
CCn1c(C)cc(/C=C2/NC(=O)N(CC(=O)Nc3cccc(C)c3)C2=O)c1C,-3,12,3,-4,-11,-17,-4,-2,-0.1
CCC1(c2ccccc2)CN(C)C1=O (stereo not drawn),-7,-5,3,.,15,-17,2,-6,1.3
COc1ccc(NC(=O)c2ccco2)cc1NC(=O)c1c(F)c(F)c(OC)c(F)c1F,-3,-11,-38,-22,14,9,4,-2,1.0
COC(=O)c1ccc(C2C(Oc3ccccc3)C(=O)N2CCc2ccc(OC)c(OC)c2)cc1 (stereo not drawn),20,-11,-10,-19,10,13,2,4,-0.3
Cc1nnc(NC(=O)CSc2ncnc3scc(-c4ccccc4)c23)s1,13,-3,-6,0,17,16,10,-4,0.2
CCOC(=O)C1CCCN(C(=O)c2cccc([N+](=O)[O-])c2C)C1 (stereo not drawn),3,-10,-2,1,18,8,10,-6,0.5
CC1CCCN(C(=O)Cc2cccc3ccccc23)C1 (stereo not drawn),4,-12,-4,-11,11,-1,1,-5,0.5
Cc1noc(C)c1S(=O)(=O)Nc1ccc2c(c1)CC(=O)N([C@H](C)CO)C[C@H](C)[C@@H](CN(C)CC1CC1)O2,5,-8,-12,-1,11,14,4,-7,0.9
CN(C)C(=O)c1ccc(-n2cnc3ccccc3c2=O)cc1,7,-3,-14,-1,9,-8,1,-3,1.4
O=C(Nc1nnc(-c2ccccc2)o1)NC1CCCCC1,6,-11,-14,-9,9,0,4,-3,0.6
Cn1nc2c(c1C(=O)N1CCCC(C(=O)c3cc(F)ccc3F)C1)CCCC2 (stereo not drawn),2,13,9,-17,-11,3,6,-2,1.6
Cc1ccnc2nc(C(=O)N3CCN(c4ccc(F)cc4)CC3)nn12,-5,-2,-2,-4,15,4,0,-2,2.0
CCSc1nnc(NC(=O)Cn2cnc3c2c(=O)n(C)c(=O)n3C)s1,3,-15,-8,-8,11,-15,0,-6,0.3
Cc1nc(CCNC(=O)CC2C(=O)NCCN2CC(C)C)nc2c1CCC2 (stereo not drawn),7,5,-1,-7,3,-9,3,-1,0.0
COC(=O)c1cc(S(=O)(=O)NCCCc2ccco2)c[nH]1,15,-11,-6,5,15,-13,1,0,2.6
CCCCNC(=S)NC(=O)c1ccccc1Br,-2,-8,-1,-25,12,-6,14,-13,0.1
Cc1ccc(C(=O)NCc2ccccn2)c(Cl)c1,-2,-3,7,-8,10,35,12,-1,1.1
COc1ccc(C(OC(=O)c2ccco2)C(=O)NCc2ccc(C)cc2)cc1 (stereo not drawn),8,-4,-9,-6,5,21,3,-2,0.7
CCCN(C(=O)COC(=O)CCOc1ccccc1)c1c(N)n(Cc2ccccc2)c(=O)[nH]c1=O,7,-11,-10,7,12,-2,0,-2,1.9
COc1cccc(NC(=O)C(=O)NCC2CCCN2S(=O)(=O)c2ccccc2)c1 (stereo not drawn),7,-6,-10,-21,16,-5,4,-4,2.3
O=C(OCC(O)COc1ccccc1)c1ccc([N+](=O)[O-])cc1 (stereo not drawn),-7,-6,0,15,-4,9,5,-7,2.1
CCOc1ccc(C(=O)NCC(=O)OCc2c(F)cccc2Cl)cc1,5,3,-1,-14,3,1,-2,-7,0.6
Cc1ccc(/C=N/NC(=O)c2nnn(-c3nonc3N)c2-c2ccccc2)o1,3,-9,-5,-12,20,-8,43*,9,22*
CC(=O)N(Cc1ccc(F)cc1)C1=C(NCc2ccccc2)C(=O)c2ccccc2C1=O,-1,4,-8,.,14,.,.,-6,0.5
Cc1ccc(C(=O)Nc2ccc(S(=O)(=O)N3CCc4ccccc4C3)cc2)o1,-6,-22,1,12,8,23,7,-4,2.4
